Screening data as filed in PubChem BioAssay.
OXTR potentiator: potentiates the human oxytocin receptor response; CHO-OTR cells, Fluo-8 calcium fluorescence, potentiator mode; 0% = oxytocin EC15, 100% = EC100; 320,000 compounds, 0.061% hits; P30559; activation, % at 3 µM;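 active = activation above that plate's cutoff, the mean activation of tested compounds plus 3 SD, cut at about 6.6% in these data, passing the limit was not always enough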;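 also: 100% uses oxytocin at 75 nM as the full agonist control; some results filed as inactive read as strong as hits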
Target sequence (P30559 whole entry, looked up): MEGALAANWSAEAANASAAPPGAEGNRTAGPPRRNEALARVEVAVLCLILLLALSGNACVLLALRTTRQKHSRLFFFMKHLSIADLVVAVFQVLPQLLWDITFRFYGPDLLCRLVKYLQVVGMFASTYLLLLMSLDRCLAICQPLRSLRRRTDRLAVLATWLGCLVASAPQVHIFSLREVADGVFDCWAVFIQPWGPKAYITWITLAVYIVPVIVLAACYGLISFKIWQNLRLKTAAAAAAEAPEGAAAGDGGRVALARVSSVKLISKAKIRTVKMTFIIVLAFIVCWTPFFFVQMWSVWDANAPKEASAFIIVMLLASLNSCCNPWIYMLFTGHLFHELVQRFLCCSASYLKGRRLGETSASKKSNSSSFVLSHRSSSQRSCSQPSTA
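Material: human OTR in CHO cells. Compound: 3.0 µM, one dose. Timing: compound 6 min at room temperature before oxytocin, 100 s read. Evaluation: % activation of max/min ratio relative to oxytocin controls. Replication: single well per compound, singlicate. Signal: Fluo-8 calcium dye fluorescence.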
PfM18AAP inh: blocks P. falciparum M18 aspartyl aminopeptidase; recombinant PfM18AAP, H-Glu-NHMec fluorogenic cleavage; inhibition, % at 7.35 µM; 290,000 compounds, 1.2% hits; AID 1822;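 active = inhibition above the campaign mean inhibition over all tested compounds plus 3 SD, cut at about 28% in these data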;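 also: 0% = plate median of test compound wells and 100% = 2 mM ZnCl2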
GalR3 antag: antagonists of human GalR3. O60755. HEK293 GalR3-CNG cAMP membrane potential fluorescence; galR3 body fused to GalR1 C-terminus. inhibition, % at 3 µM. 360,000 compounds, 0.44% hits. AID 651719;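 active = inhibition above the screen-wide average plus 3 SD, cut at about 13% in these data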;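 also: forskolin and galanin both at EC90 stimulate the cells; cAMP rise reported by CNG channel membrane potential dye signal; 0% = forskolin plus galanin with DMSO and 100% = forskolin alone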
Target sequence (O60755 1-299 limits assumed): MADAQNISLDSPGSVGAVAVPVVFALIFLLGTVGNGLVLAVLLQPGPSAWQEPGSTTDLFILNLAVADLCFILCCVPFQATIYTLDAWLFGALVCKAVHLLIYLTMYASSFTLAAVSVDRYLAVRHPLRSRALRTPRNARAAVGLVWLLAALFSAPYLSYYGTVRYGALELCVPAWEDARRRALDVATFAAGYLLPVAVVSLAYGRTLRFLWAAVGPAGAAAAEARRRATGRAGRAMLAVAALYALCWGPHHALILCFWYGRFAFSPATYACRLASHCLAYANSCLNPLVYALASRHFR
OXTR ag: activates the human oxytocin receptor; CHO-OTR cells, Fluo-8 calcium fluorescence; normalized: DMSO 0%, oxytocin 100%; P30559; 320,000 compounds, 0.32% hits; activation, % at 3 µM; AID 2435;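 active = activation above the mean of all tested compounds plus 3 SD, cutoff set per screening run, cut at about 20% in these data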;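 also: peak over basal fluorescence ratio from a 100 s FLIPR kinetic read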
GPR7 antagonist: human neuropeptides B/W receptor 1 antagonism. P48145. GPR7-expressing cells, fluorescence antagonist assay. inhibition, % at 4.4 µM. 290,000 compounds, 1.1% hits. AID 1861; in the data active = inhibition above about 16%, passing the limit was not always enough;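 also: cells stimulated with the agonist NPW; 0% = agonist with vehicle and 100% = vehicle without agonist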
V1aR counter: activates human V1a receptor in oxytocin agonist counter-screen; P37288; CHO-V1R cells, Fluo-8 calcium fluorescence, agonist mode; 0% DMSO, 100% 3 nM vasopressin; activation, % at 3 µM; 320,000 compounds, 0.25% hits; AID 2797;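 active = activation above the mean activation of all tested compounds plus 3 SD, per screening run, cut at about 20% in these data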;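 also: signal is peak over basal fluorescence ratio across a 100 second FLIPR read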
Target sequence (P37288 whole entry, looked up): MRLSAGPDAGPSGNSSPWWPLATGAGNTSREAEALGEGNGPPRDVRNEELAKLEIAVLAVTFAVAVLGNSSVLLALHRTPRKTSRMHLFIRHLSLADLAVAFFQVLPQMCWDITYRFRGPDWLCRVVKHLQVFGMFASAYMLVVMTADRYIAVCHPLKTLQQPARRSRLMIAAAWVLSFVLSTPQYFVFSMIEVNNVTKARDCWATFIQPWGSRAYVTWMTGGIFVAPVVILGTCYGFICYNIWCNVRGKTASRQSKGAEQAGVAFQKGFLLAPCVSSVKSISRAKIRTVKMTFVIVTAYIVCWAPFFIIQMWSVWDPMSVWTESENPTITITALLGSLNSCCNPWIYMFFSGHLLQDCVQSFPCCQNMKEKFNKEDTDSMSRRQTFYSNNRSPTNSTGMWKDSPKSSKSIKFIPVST
NALP1 inh: blocks the NALP1 inflammasome reconstituted in yeast; S. cerevisiae NALP1/ASC/caspase-1 growth, X-gal OD620, 72 h; inhibition, % at 10 µM; 280,000 compounds, 0.61% hits; in the data active = inhibition mostly above about 24%, no sharp cut-off; inactive = mostly below about 32%; also: some compounds called inactive have numbers as strong as hits
MEKK2 mut-MEK5: signal of MEK5 binding to mutant human MEKK2 PB1 domain | 290,000 compounds, 0.35% hits | bead flow cytometry, Alexa488-MEK5 binding to MEKK2 mutant | percent response, % at 10 µM; in the data active = percent response above about 24%, passing the limit was not always enough; also: inactives centre near 1; some results filed as inactive read as strong as hits
MEKK2 WT-MEK5: raises or lowers MEK5 binding to wildtype human MEKK2 PB1 domain; Q9Y2U5; bead flow cytometry, Alexa488-MEK5 binding to MEKK2 WT; actives lie on both sides; binding response (% of control), % at 10 µM; 290,000 compounds, 1.1% hits; AID 1531; in the data active = binding response below about 67% or above about 130%
Starred values were filed as active, the others as inactive; . = no result given.

SMILES	OXTR potentiator	PfM18AAP inh	GalR3 antag	OXTR ag	GPR7 antagonist	V1aR counter	NALP1 inh	MEKK2 mut-MEK5	MEKK2 WT-MEK5
O=C(c1ccc(S(=O)(=O)N2CCCCC2)cc1)N1CCN(c2ccccc2)CC1	-4.6	-1.1	-5.8	0.6	1.2	0.3	23.9	-1.0	103.0
O=C(CNS(=O)(=O)c1cccc(C(F)(F)F)c1)NC1CCCCCC1	1.3	.	-5.6	-0.2	.	1.1	.	.	.
CC1C(=O)OC(c2ccc(Cl)cc2)C(C)(C)C1=O (configuration not stated)	.	-5.0	-1.5	.	-5.8	.	22.5	13.0	105.0
Cc1ccc(NC(=O)/C(=C\c2ccc([N+](=O)[O-])cc2)NC(=O)c2ccccc2)cc1	-2.7	-2.4	5.8	-0.3	4.0	0.8	3.6	4.0	104.0
CCCCN(C(=O)C1CCCO1)c1c(N)n(CC(C)C)c(=O)[nH]c1=O (configuration not stated)	-9.5	.	-2.5	0.6	.	0.0	.	.	.
COc1ccccc1Cn1c(CO)nc2ccccc21	-2.8	8.4	-2.0	-0.4	-3.9	-0.3	.	-4.0	96.0
O=c1c2[nH]c3ccccc3c2ncn1CCN1CCCCC1	-12.8	-18.0	-3.7	-0.2	-10.7	0.3	17.4	-8.0	99.0
Cc1ccc(NC(=O)Cc2ccc([N+](=O)[O-])cc2)c(Br)c1	-1.2	1.8	-2.5	-1.9	-7.5	1.3	9.9	0.0	108.0
CC(=O)c1cn(C2OC(CO)C3OC(C)(C)OC32)c(=O)n(C)c1=O (configuration not stated)	3.2	.	-3.2	0.6	.	0.4	.	.	.
COC(=O)COc1cccc2c(=O)n(CC(=O)NCCc3ccccc3)ccc12	-0.9	3.4	.	-0.2	-2.5	0.5	28.1	6.0	99.0
CCOC(=O)C(=O)Nc1nnc(SCc2ccc(F)cc2)s1	-1.3	6.7	-5.1	0.4	-12.4	1.6	31.9	0.0	106.0
Cc1cc(C)c2c(N=NN3CCCCC3)[nH]nc2n1	-2.0	6.8	-7.6	-2.7	-3.4	-1.9	19.0	-1.0	105.0
O=C(NNc1cc(C(F)(F)F)nc2ccccc12)Nc1cccc(Cl)c1	-10.2	26.6	-5.8	5.6	-12.5	7.3	.	-20.0	89.0
CCN(C(=O)COc1cccc2cccnc12)C1CCS(=O)(=O)C1 (configuration not stated)	1.5	-7.4	2.4	0.0	-10.6	0.8	-17.1	-3.0	92.0
C/C(=N\Nc1nc(N2CCCCCC2)nc(N2CCCCCC2)n1)c1ccccc1	-6.2	1.8	-5.9	-0.5	-3.2	-0.6	5.0	-10.0	92.0
NS(=O)(=O)c1ccc(N/N=C/c2cn(-c3ccccc3)nc2-c2ccccc2)c([N+](=O)[O-])c1	0.3	-14.0	3.2	0.5	0.6	-0.2	1.6	0.0	96.0
Cc1cccc(/C(N)=N/OC(=O)COc2ccccc2Cl)c1	-1.7	-1.0	-4.2	0.1	1.0	-0.1	20.9	-4.0	90.0
O=C(CS(=O)CC(=O)N(c1ccccc1)C(C(=O)NC1CCCCC1)c1ccco1)Nc1ccc(F)cc1 (configuration not stated)	-3.4	-1.7	0.8	-1.2	-9.6	-0.9	28.5	-2.0	99.0
Cc1ccc(NC(=O)COc2ccc(N3CC(C(N)=O)CC3=O)cc2)c(C)c1 (configuration not stated)	-0.2	-5.8	-7.8	0.3	-7.2	1.0	0.3	-1.0	104.0
C1CCN=C(Nc2nn[nH]n2)CC1	-12.9	0.8	3.1	0.7	-0.1	0.0	0.4	-1.0	105.0
CC(OC(=O)C1CC(=O)N(Cc2ccco2)C1)C(=O)Nc1ccccc1[N+](=O)[O-] (configuration not stated)	-7.0	.	-5.6	-0.5	.	0.1	.	.	.
N#Cc1ccc(NC(=O)Cn2cnc(S(=O)(=O)N3CCOCC3)c2)cc1	-0.4	2.0	.	-0.2	-8.5	0.3	10.5	0.0	103.0
COCc1[nH][nH]c(=O)c1C=Nc1ccccc1	5.0	7.0	-3.8	-0.3	-3.7	-0.1	16.8	.	.
COc1ccc(C(C(=O)NC2CCCCC2)N(Cc2ccco2)C(=O)c2ccccn2)c(OC)c1 (configuration not stated)	-9.8	7.2	-3.0	0.2	-2.2	-0.8	8.0	0.0	99.0

Just MEKK2 WT-MEK5, for 4 of the compounds above:
molecule	MEKK2 WT-MEK5
O=C(NNc1cc(C(F)(F)F)nc2ccccc12)Nc1cccc(Cl)c1	89.0
Cc1cccc(/C(N)=N/OC(=O)COc2ccccc2Cl)c1	90.0
NS(=O)(=O)c1ccc(N/N=C/c2cn(-c3ccccc3)nc2-c2ccccc2)c([N+](=O)[O-])c1	96.0
C/C(=N\Nc1nc(N2CCCCCC2)nc(N2CCCCCC2)n1)c1ccccc1	92.0

Next section
SMILES	OXTR potentiator	PfM18AAP inh	GalR3 antag	OXTR ag	GPR7 antagonist	V1aR counter	NALP1 inh	MEKK2 mut-MEK5	MEKK2 WT-MEK5
O=S(=O)(c1ccccc1)c1ccccc1/C=N\O	-12.9	1.0	-1.4	1.5	-1.8	1.4	-3.0	-1.0	96.0
Cc1cc(F)ccc1S(=O)(=O)Nc1ccccc1C(=O)Nc1ccccc1-c1nc2ccccc2[nH]1	-13.3	-7.0	.	1.4	-2.6	3.3	.	1.0	122.0
Cc1oc(-c2ccc(Cl)cc2)cc1-c1nn2c(-c3ccoc3C)nnc2s1	-5.9	18.9	-3.0	-0.9	-3.5	-0.7	12.0	4.0	95.0
COc1cccc(CNS(=O)(=O)c2c(C)[nH]c(C)c2C(=O)N2CCCCC2)c1	1.0	3.5	-9.6	0.3	-5.3	-0.1	-9.6	4.0	104.0
COc1ccc(C(=O)COC(=O)CCNS(=O)(=O)c2ccccc2)c(OC)c1	-3.5	.	-1.0	-0.4	.	1.3	.	.	.
CN(Cc1c(F)cccc1Cl)C(=O)C1CC(=O)N(CCc2ccccc2)C1 (configuration not stated)	-5.2	-3.1	3.0	-0.4	3.0	0.7	-9.3	-2.0	100.0
CSCCC(N=C(NS(=O)(=O)c1ccccc1)c1ccccc1)C(=O)O (configuration not stated)	4.0	1.8	-1.7	1.0	-17.8	-0.2	-2.8	0.0	97.0
C=CCNC(=O)CN1c2cccc3cccc(c23)S1(=O)=O	-21.8	1.1	-7.8	-0.7	4.7	0.6	21.1	1.0	105.0
COc1ccc(C(C)NC(=O)c2ccc(Br)cc2)cc1OC (configuration not stated)	6.5	-9.7	0.3	-0.5	-1.7	0.8	29.9	0.0	104.0
CCC(C)c1ccc(NC(=O)C2CCN(c3ccc(C(F)(F)F)cn3)CC2)cc1 (configuration not stated)	-8.4	1.6	-5.0	-1.3	-2.1	-0.8	37.6	-1.0	103.0
CCOC(=O)C1=C(c2ccccc2)OC(N)=C(C#N)C1c1ccc(Br)s1 (configuration not stated)	-7.5	6.2	-5.0	-0.8	0.8	-0.1	.	19.0	107.0
O=S1(=O)CCOC[C@H](CC2CCCCC2)N1Cc1cccc(F)c1	-7.9	5.0	6.8	-0.5	-6.6	-0.9	21.3	0.0	103.0

Reformatted in CSV form: 2 of the compounds above
SMILES,OXTR potentiator,PfM18AAP inh,GalR3 antag,OXTR ag,GPR7 antagonist,V1aR counter,NALP1 inh,MEKK2 mut-MEK5,MEKK2 WT-MEK5
CCOC(=O)C1=C(c2ccccc2)OC(N)=C(C#N)C1c1ccc(Br)s1 (configuration not stated),-7.5,6.2,-5.0,-0.8,0.8,-0.1,.,19.0,107.0
O=S1(=O)CCOC[C@H](CC2CCCCC2)N1Cc1cccc(F)c1,-7.9,5.0,6.8,-0.5,-6.6,-0.9,21.3,0.0,103.0

The listing continues.
SMILES	OXTR potentiator	PfM18AAP inh	GalR3 antag	OXTR ag	GPR7 antagonist	V1aR counter	NALP1 inh	MEKK2 mut-MEK5	MEKK2 WT-MEK5
CCc1ccccc1NS(=O)(=O)c1cc2c(cc1C)n(C)c(=O)c(=O)n2C	-8.9	-10.2	-2.0	-0.1	-3.1	-0.2	20.1	-2.0	97.0
O=C(CN(CC1CCCO1)C(=O)CNS(=O)(=O)c1ccc(Cl)cc1)NCC1CCCO1 (configuration not stated)	-5.0	-3.5	-1.8	-1.3	-11.5	0.3	-75.3	4.0	110.0
CC(/C=N\NC(=O)Cn1cncn1)=C/c1ccc(C(C)C)cc1	-8.2	2.2	-1.8	0.0	-3.8	-0.6	32.0	7.0	98.0
CC(C)NC(=O)COC(=O)c1ccc(S(=O)(=O)N2CCCC2)cc1	-4.3	-2.0	-0.1	1.3	-7.0	2.0	-0.8	1.0	101.0
CCOC(=O)c1sc2nc3n(c(=O)c2c1C)CCC3	-5.3	-11.2	-2.7	0.6	-9.8	1.6	38.9	0.0	97.0
Cc1ccc(NC(=O)COC(=O)CNC(=O)c2ccc(Cl)cc2Cl)cc1S(=O)(=O)N1CCOCC1	-1.8	.	-3.2	2.2	.	4.7	.	.	.
O=C(CN1C(=O)C2C3C=CC(C3)C2C1=O)NCCC1=CCCCC1 (configuration not stated)	-8.3	8.0	0.3	0.5	1.7	0.1	18.1	-3.0	94.0
COc1ccccc1CNc1cc(-c2ccccc2)ccc1OC	-3.7	-8.3	-1.9	-1.1	-12.1	-1.0	12.0	3.0	107.0
CCCCCCc1cc2cc(-c3nnc(-c4ccccc4OC)o3)c(=O)oc2cc1O	-4.6	4.2	7.1	13.1	-5.7	13.0	-9.1	-7.0	80.0
COc1ccc(C2(NC(C)=O)CCN(C(=O)c3ccco3)CC2)cc1	-9.8	-3.8	-4.3	-0.3	-13.9	0.2	-0.4	.	.
CCOc1cccc(NC(=O)c2ccc(S(=O)(=O)N(C)C)cc2)c1	-5.3	3.8	0.2	-0.1	-3.9	1.7	.	0.0	104.0
CC(=O)Nc1ccc(S(=O)(=O)NNc2ccc([N+](=O)[O-])cc2)cc1	8.6	46.5*	-10.8	0.1	8.0	1.1	-4.1	-3.0	97.0

Marked active in PfM18AAP inh, of those listed so far:
SMILES | OXTR potentiator | PfM18AAP inh | GalR3 antag | GPR7 antagonist | NALP1 inh | MEKK2 mut-MEK5 | MEKK2 WT-MEK5
CC(=O)Nc1ccc(S(=O)(=O)NNc2ccc([N+](=O)[O-])cc2)cc1 | 8.6 | 46.5* | -10.8 | 8.0 | -4.1 | -3.0 | 97.0

Further results
SMILES	OXTR potentiator	PfM18AAP inh	GalR3 antag	OXTR ag	GPR7 antagonist	V1aR counter	NALP1 inh	MEKK2 mut-MEK5	MEKK2 WT-MEK5
O=S(=O)(c1ccc(NC(=S)NN=C2CCCCC2)cc1)N1CCOCC1	-1.8	18.6	-4.2	-1.7	-9.3	0.4	4.4	0.0	100.0
O=C(Cc1ccc(Cl)cc1)NCC(=O)N1CCCCCC1	-13.2	-15.5	-6.7	-1.0	-0.9	-0.5	.	3.0	100.0
O=C(C[C@H]1C/C=C\CC[C@H](Cc2ccc(F)cc2)C(=O)OC[C@H]2CCCN2C1=O)NCCO	-4.3	.	-4.2	-0.7	.	1.1	.	.	.
CC1CCCCC1NC(=O)CSc1nnc(-c2ccccc2)n1N (configuration not stated)	-4.1	6.3	-2.9	-0.9	-11.2	0.4	20.6	12.0	112.0
CC(C)C(OC(=O)c1ccco1)C(=O)NCc1ccc2c(c1)OCO2 (configuration not stated)	-6.6	-11.5	-1.2	-0.6	18.1	0.3	7.6	0.0	104.0
CC(C)N1CN=C(Nc2nc3ccccc3o2)NC1	-2.8	8.1	-3.9	-0.1	-6.8	0.4	-4.8	-3.0	96.0
COc1cc(NC(=O)CSc2nc3[nH]c(=O)cc(O)c3s2)cc(OC)c1OC	1.8	.	-0.7	2.0	.	1.9	.	.	.
